M5 antag: blocks acetylcholine activation of human M5 receptor. P08912. 0.59% of 360,000 active. CHO-hM5 cells, Fluo-8 calcium fluorescence, ACh EC80. AID 624040. inhibition, % at 3 µM;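 active means inhibition above a per-plate cutoff, the mean of that plate's test compounds plus 3 SD, cut at about 27% in these data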;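 further: 0% = acetylcholine EC80 with DMSO and 100% = DMSO without agonist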
CRFBP-R2 block: blocks CRF-induced signaling of the CRF-BP/CRF-R2 complex; AID 588475; inhibition, % at 11.8 µM; HEK293 CRF-R2/CRF-BP, CRF-induced calcium fluorescence; 0.59% of 350,000 active;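 active means inhibition of the ligand-induced calcium signal above about 50% at the single tested concentration, limit read from the data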
TAAR1 antag: antagonists of human TAAR1 | Q96RJ0 | CHO RD-HGA16 TAAR1, Fluo-8 calcium fluorescence, antagonist | inhibition, % at 3 µM | 1.5% of 360,000 active | AID 624466;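 active means inhibition above a per-plate cutoff, the mean inhibition of test compounds on that plate plus 3 SD, cut at about 49% in these data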;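 further: 0% = DMSO plus EC80 beta-PEA response and 100% = DMSO alone without agonist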
Target sequence (Q96RJ0 whole entry, looked up): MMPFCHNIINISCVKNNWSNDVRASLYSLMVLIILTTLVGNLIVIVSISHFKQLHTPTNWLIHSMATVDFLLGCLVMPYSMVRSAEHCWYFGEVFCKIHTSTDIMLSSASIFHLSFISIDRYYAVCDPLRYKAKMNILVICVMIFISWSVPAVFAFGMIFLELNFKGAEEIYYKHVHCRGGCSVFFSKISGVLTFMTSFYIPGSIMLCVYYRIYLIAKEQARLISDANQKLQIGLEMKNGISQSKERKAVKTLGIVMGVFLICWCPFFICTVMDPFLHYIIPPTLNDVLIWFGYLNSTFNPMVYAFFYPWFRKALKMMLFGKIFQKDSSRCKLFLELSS
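Test system – hTAAR1-expressing CHO RD-HGA16 cells, Gα16-coupled · Reagent – β-PEA at EC80 concentration, post-compound challenge · Compound dosing – 3 µM, single point · Timing – 140 s kinetic read after compound, 140 s after agonist · Detection – Fluo-8 intracellular calcium dye fluorescence, real-time kinetic reads · Control set – DMSO and EC80 PEA controls · Repeats – n of 1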
M5 PAM: potentiates acetylcholine response at human M5 receptor | activation, % at 3 µM | CHO-K1 hM5, Fluo-8 calcium, ACh EC20 PAM; 0% = ACh EC20, 100% = ACh EC100 | 0.3% of 360,000 active | P08912;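 active means activation above the run cutoff, the mean activation of all test compounds plus 3 SD, cut at about 18% in these data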
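System: CHO-K1 hM5 cells. Reagent: acetylcholine, EC20 level. Compound dosing: single dose, 3 µM nominal final test concentration. Timing: Post-acetylcholine fluorescence recording 140 s. Detection: Fluo-8 calcium fluorescence. Read-out: % activation, ACh-normalized. Benchmarks: ACh EC20 and EC100 wells. Repeats: singlicate, one well per test compound.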
TAAR1 ag: human TAAR1 agonism; 0.99% of 360,000 active; activation, % at 3 µM; CHO RD-HGA16 TAAR1, Fluo-8 calcium fluorescence; vehicle wells 0%, saturating PEA agonist 100%; AID 624467; Q96RJ0;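 active means activation above the mean activation of all test compounds in the run plus 3 SD, cut at about 38% in these data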
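Test system: RD-HGA16 (CHO) cells co-expressing Gα16 and hTAAR1 / Benchmarks: DMSO vehicle as 0%, PEA at EC100 as 100% / Repeats: no replicates (n 1) / Measure: % activation from peak over basal fluorescence ratio, DMSO-to-PEA scaled / Timing: 17-24 h plating, Fluo-8 75 min 37 °C, 30 min RT / Technique: kinetic Fluo-8 calcium fluorescence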
M1 PAM parental: nonselective activator or artifact in parental CHO-K1 calcium assay. ATP EC20, Fluo-8 calcium fluorescence; 0% at ATP EC20, 100% at ATP max. activation, % at 3 µM. 0.02% of 360,000 active;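 active means activation above the run cutoff, the mean activation of all test compounds plus 3 SD, cut at about 40% in these data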;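 further: peak over basal fluorescence ratio in a 140 s read after ATP addition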
CHRM4 PAM: potentiates acetylcholine response at human M4 receptor. P08173. activation, % at 3 µM. 0.4% of 360,000 active. AID 624126. CHO-K1 hM4/Gqi5, Fluo-8 calcium fluorescence, ACh EC20; 0% = ACh EC20, 100% = maximal ACh;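 active means activation above its plate's cutoff, the mean activation of sample wells plus 3 SD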; further: some results filed as inactive read as strong as hits
Target sequence (P08173 whole entry, looked up): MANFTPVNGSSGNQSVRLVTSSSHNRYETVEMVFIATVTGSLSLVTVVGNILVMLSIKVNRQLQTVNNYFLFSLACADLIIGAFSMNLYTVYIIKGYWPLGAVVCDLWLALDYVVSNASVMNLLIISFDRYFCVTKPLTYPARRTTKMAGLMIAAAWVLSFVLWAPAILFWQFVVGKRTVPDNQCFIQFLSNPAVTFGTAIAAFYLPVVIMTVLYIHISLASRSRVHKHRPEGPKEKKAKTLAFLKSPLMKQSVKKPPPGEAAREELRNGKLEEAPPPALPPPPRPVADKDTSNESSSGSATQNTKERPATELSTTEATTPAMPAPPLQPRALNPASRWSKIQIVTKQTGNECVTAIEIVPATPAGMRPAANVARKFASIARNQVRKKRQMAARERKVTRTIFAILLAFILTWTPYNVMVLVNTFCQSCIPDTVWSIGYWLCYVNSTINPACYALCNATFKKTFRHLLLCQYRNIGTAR
M5 ag: agonists of human muscarinic M5 receptor (CHRM5); P08912; CHO-K1 hM5 cells, Fluo-8 calcium fluorescence; 0% DMSO wells, 100% maximal acetylcholine response; activation, % at 3 µM; 0.19% of 360,000 active; AID 624037;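 active means activation above the run's mean over test compounds plus 3 SD, cut at about 23% in these data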;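 further: signal is peak over basal fluorescence ratio across the kinetic read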
CRFR2-BP ag: CRF-BP/CRF-R2 complex agonism; HEK293 CRF-R2/CRF-BP, calcium dye fluorescence (FLIPR); percent of saturating CRF peptide response; 0.46% of 350,000 active; activation, % at 13.2 µM;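 active means activation of at least 50%, plus an integration ratio under a set limit after plate pattern correction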;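 further: plate controls were neutral control wells without compound for no effect and CRF at EC100 for full effect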
* hit, by the source's call; x = not tested or not shown.

SMILES | M5 antag | CRFBP-R2 block | TAAR1 antag | M5 PAM | TAAR1 ag | M1 PAM parental | CHRM4 PAM | M5 ag | CRFR2-BP ag
C=CCNc1ccc(F)c(F)c1N1CCCCCC1=O | -3 | 2 | 2 | 9 | 5 | 9 | 9 | -1 | 2.7
COc1ccccc1CNC(=O)Cn1nnnc1CN(C)C(C)C | 2 | 0 | 7 | -6 | 1 | 5 | -6 | -2 | 2.5
CCCS(=O)(=O)N1CCCC(C(=O)NCCN(CC)CC)C1 (centres undefined) | 0 | -22 | -3 | 2 | -2 | 7 | 4 | -2 | 0.9
CC(C)C(=O)N1CCC1(C)C(=O)NCc1cc(Cl)ccc1F (centres undefined) | 8 | x | -2 | 0 | 4 | 3 | 3 | 2 | x
Cc1ccc(/C=C/C(=O)NC(=S)Nc2ccccc2C(=O)NC2CCCCC2)cc1 | -8 | -1 | -6 | 5 | 1 | 0 | 3 | 0 | -0.2
CC(C)c1nnc(NC(=O)CCC(=O)N2CCN(c3cccc(Cl)c3)CC2)s1 | -16 | -9 | -17 | 7 | 7 | 14 | 4 | -3 | 0.3
CCC(=O)Nc1nc(-c2cc([N+](=O)[O-])cs2)cs1 | 5 | -17 | -2 | -2 | 2 | -19 | -8 | -1 | -0.2
CC(C)N1CCN(S(=O)(=O)c2ccccc2)c2ccccc21 | 13 | -3 | 4 | -3 | 5 | 9 | -3 | -10 | -0.4
OCCCCc1nccc2c1[nH]c1ccccc12 | 11 | 4 | -16 | 1 | 3 | 3 | 14 | -3 | -0.4
COc1ccc(NC(=O)Nc2cccc3ccccc23)c(OC)c1 | -5 | 11 | 59* | 5 | 24 | -3 | 5 | -5 | -0.3
COc1ccc(C(=O)NC2CCN(C(=S)Nc3cccc(C)c3)CC2)cc1 | -2 | 22 | 4 | 3 | 6 | 10 | 0 | 0 | -2.8
O=C(NCCNC(=O)c1cccnc1)c1ccc(Br)cc1 | -9 | 5 | -22 | 0 | 17 | -12 | -2 | 0 | -0.1
CCN(CC)S(=O)(=O)c1ccc(NC(=O)c2ccccn2)cc1 | 1 | -22 | 15 | 8 | 2 | 13 | 2 | -6 | -0.2
CCn1cc(C(=O)NCC2CCCO2)c(=O)c2cc(S(=O)(=O)N3CCC(C)CC3)ccc21 (centres undefined) | 1 | -10 | -2 | 1 | 4 | 16 | 9 | -3 | -1.0
O=C(c1cc(-c2ccc(Cl)cc2Cl)on1)N1CCCC1 | 8 | -1 | -34 | -1 | -3 | 7 | -2 | -5 | 0.0
CCN(CCO)Cc1csc2c(Br)cccc12 | -7 | -16 | -14 | 4 | 5 | 18 | 9 | -4 | 8.1
Cc1cc(=O)[nH]c2c1cnn2Cc1ccccc1 | -4 | 8 | -6 | -1 | 9 | 11 | 2 | 2 | 2.0
CC1CCCC(C)N1C(=O)CN1C(=O)NC2(CCOc3ccccc32)C1=O (centres undefined) | -7 | -8 | -11 | 1 | 5 | 2 | -5 | 0 | 3.4
O=C1NC[C@H](CCCCN2C[C@H](Cc3ccc(O)cc3)N(Cc3ccccc3)C(=O)C2=O)N(CCc2ccccc2)C1=O | 5 | x | 16 | -4 | 4 | -15 | -3 | 0 | x
O=C(O)Cc1coc(-c2ccc(F)cc2)n1 | -1 | 13 | 6 | 11 | 9 | -2 | 1 | 0 | -2.1
Cc1c(C)n(C(=O)CN2CCC(C(N)=O)CC2)c2ccccc12 | -3 | -6 | 6 | -2 | -1 | 8 | 11 | -6 | 0.8
COc1cc(CCC(=O)OCC(=O)Nc2c(C)cc(C)cc2C)cc(OC)c1OC | 7 | 14 | -8 | -3 | 8 | 2 | 0 | -2 | -1.6
Cc1ccc(NNC(=O)c2c(C)noc2C)cc1Cl | 1 | -23 | -34 | 3 | 1 | 29 | 0 | 0 | 0.1
O=C(CN1C(=O)c2ccccc2S1(=O)=O)N1CCc2ccccc2C1 | 12 | -8 | 17 | -1 | 1 | -9 | 4 | -3 | 1.8
O=C(Cc1c[nH]c2ccccc12)N[C@@H](Cc1c[nH]c2ccccc12)C(=O)O | 4 | -15 | 5 | -1 | -1 | 4 | 0 | -5 | 4.9

Next entries follow.
SMILES | M5 antag | CRFBP-R2 block | TAAR1 antag | M5 PAM | TAAR1 ag | M1 PAM parental | CHRM4 PAM | M5 ag | CRFR2-BP ag
Cc1ccc(OCC(=O)N/N=C/c2cccn2C)cc1 | 11 | -12 | -5 | -13 | 6 | 20 | -2 | -6 | 1.4
COc1ccccc1CC(=O)N1CCCC(CCC(=O)NCc2ccccc2F)C1 (centres undefined) | -4 | 23 | -2 | 8 | 0 | 21 | 8 | 1 | -1.7
C=CCN(CC(=O)NCc1ccccc1)C(=O)c1csnn1 | -2 | 87* | 7 | -5 | 3 | 14 | 10 | -5 | 3.5
CCOC(=O)CC1(CC)Oc2ccccc2N1S(=O)(=O)c1ccc(C)cc1 (centres undefined) | 0 | x | 14 | -16 | 5 | x | -17 | -6 | x
COc1nnc(-c2ccc(N3CCCCC3)c(NC(=O)C3CCCCC3)c2)c2ccccc12 | 6 | 0 | -4 | -2 | 7 | 12 | 0 | 0 | 2.1
OCCNc1nc(-c2ccccc2)c2ccccc2n1 | 19 | -31 | -2 | -3 | 2 | 6 | 7 | -1 | -0.6
CC(C)NC(=O)N(Cc1ccc(Cl)cc1)Cc1cccs1 | 11 | -3 | -20 | -4 | 0 | 7 | -12 | -5 | -4.1
Cc1nc(CN(C)C(=O)c2cc(COc3ccc4ncccc4c3)on2)cs1 | 18 | -4 | 12 | -26 | 9 | -5 | -17 | 12 | 1.6
O=C(NC(=S)NNC(=O)c1ccccc1O)c1ccco1 | -1 | -6 | -12 | -3 | 12 | 10 | 3 | 1 | 22
CCCC(=O)Nc1sc(C(=O)OC)c(C)c1C(N)=O | -2 | -4 | -34 | 3 | 9 | 13 | 6 | 2 | 0.5
CCOc1c2ccc(C(=O)NCCc3ccc(C)cc3)cc2nn1CC | 3 | -3 | 12 | -6 | 4 | 19 | 4 | 0 | 0.1
CCc1nnc(NC(=O)c2nc(S(=O)(=O)Cc3ccccc3)ncc2Cl)s1 | -3 | 9 | -6 | 3 | 2 | 10 | 5 | -2 | 2.9
COC(=O)c1cccc(NC(=O)CC2NCCNC2=O)c1 (centres undefined) | -5 | 2 | -5 | 6 | 0 | 8 | 5 | 2 | 2.2
CCCC(=O)Nc1ccc(C=C(C(C)=O)C(C)=O)cc1 | -1 | 16 | -15 | -1 | 6 | 8 | -1 | -5 | -1.1
COc1ccccc1C1CCN(Cc2cccc(C(=O)N3CCC(O)CC3)c2)CC1 | 18 | -1 | x | -13 | x | -5 | -15 | -7 | 2.5
Cc1cc(NC(=O)CC(C)C)c(=O)n(Cc2ccccc2F)c1 | 1 | 0 | -19 | 1 | 2 | 2 | -2 | 0 | -2.8
Cc1nc2c(C)cccc2cc1C(=O)N/N=C/c1ccc(C(=O)O)cc1 | 6 | 8 | 9 | 0 | 4 | 18 | -1 | -2 | 0.3
COc1cc(/C=C2\SC(=S)N(Nc3ncc(C(F)(F)F)cc3Cl)C2=O)cc(OC)c1OC | 11 | 4 | -22 | -11 | 5 | -10 | -11 | -3 | 3.1
CCCCN(C)CCCNC(=O)CC1Oc2ccccc2NC1=O (centres undefined) | -3 | 0 | 2 | -5 | 0 | 21 | -2 | 1 | -1.1
O=C(/C=C/c1cccnc1)c1cccc(O)c1 | 6 | 16 | 6 | 2 | 4 | 5 | 3 | 2 | 7.3
CCSc1nc2ccccc2n1Cc1cccc([N+](=O)[O-])c1 | 7 | 19 | 3 | -16 | 2 | 11 | 0 | -13 | -0.2
CCC(=O)OCc1cc2cccc(C)c2[nH]c1=O | -1 | 1 | -12 | 2 | 16 | 23 | 7 | 2 | -0.3
CCOC(=O)c1c(C)[nH]c(C)c1C(=O)COC(=O)c1cccnc1Cl | -3 | 0 | -18 | 6 | 1 | 11 | 3 | -6 | -3.7
CC(C)N1C(=S)SC2CS(=O)(=O)C=C21 (centres undefined) | -3 | -1 | 1 | 1 | 8 | -7 | 1 | 0 | -1.0
CNC(=O)c1ccsc1NC(=O)c1ccccc1 | -2 | 9 | -17 | -5 | 5 | 2 | -1 | 2 | 1.3
CCOC(=O)C1(C)CCCN(C(=O)c2cc(C)oc2C)C1 (centres undefined) | -8 | x | -13 | 7 | 0 | 22 | 9 | 0 | x
COc1ccc(CCNC(=O)CCCN2C(=O)c3ccccc3C2=O)cc1OC | 0 | 4 | -8 | 3 | 5 | 16 | 3 | 4 | -0.4
Cc1ccc(S(=O)(=O)NC(=O)Nc2ccc(F)cc2)cc1 | 7 | -35 | -1 | 2 | 13 | 3 | 18 | 1 | -1.1

Eleven of these compounds, reformatted:
Structure,M5 antag,CRFBP-R2 block,TAAR1 antag,M5 PAM,TAAR1 ag,M1 PAM parental,CHRM4 PAM,M5 ag,CRFR2-BP ag
Cc1ccc(OCC(=O)N/N=C/c2cccn2C)cc1,11,-12,-5,-13,6,20,-2,-6,1.4
COc1ccccc1CC(=O)N1CCCC(CCC(=O)NCc2ccccc2F)C1 (centres undefined),-4,23,-2,8,0,21,8,1,-1.7
C=CCN(CC(=O)NCc1ccccc1)C(=O)c1csnn1,-2,87*,7,-5,3,14,10,-5,3.5
CCOC(=O)CC1(CC)Oc2ccccc2N1S(=O)(=O)c1ccc(C)cc1 (centres undefined),0,x,14,-16,5,x,-17,-6,x
COc1nnc(-c2ccc(N3CCCCC3)c(NC(=O)C3CCCCC3)c2)c2ccccc12,6,0,-4,-2,7,12,0,0,2.1
OCCNc1nc(-c2ccccc2)c2ccccc2n1,19,-31,-2,-3,2,6,7,-1,-0.6
CC(C)NC(=O)N(Cc1ccc(Cl)cc1)Cc1cccs1,11,-3,-20,-4,0,7,-12,-5,-4.1
Cc1nc(CN(C)C(=O)c2cc(COc3ccc4ncccc4c3)on2)cs1,18,-4,12,-26,9,-5,-17,12,1.6
O=C(NC(=S)NNC(=O)c1ccccc1O)c1ccco1,-1,-6,-12,-3,12,10,3,1,22
CCCC(=O)Nc1sc(C(=O)OC)c(C)c1C(N)=O,-2,-4,-34,3,9,13,6,2,0.5
CCOc1c2ccc(C(=O)NCCc3ccc(C)cc3)cc2nn1CC,3,-3,12,-6,4,19,4,0,0.1

Compound activity: PubChem, several laboratories
